Screening data from PubChem.
HT1080 viability = cytotoxicity in HT1080 fibrosarcoma cells, cell-based, fluorescence readout (AID 620) | HT1080 viability, fluorescence; higher % means a stronger effect | cytotoxicity, % at 10 µM; hits with a dose series show EC50 in µM | hit rate 0.42% among 87,000; in the data active means cytotoxicity above about 50%;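 further: cells exposed to compound overnight then 4 h with Alamar Blue; 0% = vehicle DMSO and 100% = killing control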
An asterisk follows results filed as active. The list is partial, so the mix of outcomes need not match the whole.

SMILES,HT1080 viability
COc1ccc(N2CC(C(=O)O)CC2=O)cc1 (stereo unspecified),-12%
CCOc1ccccc1NC(=O)C1CC(=O)n2ncnc2N1 (stereo unspecified),12%
COc1ccc(SCC(=O)c2cc(C)c(OC(=S)N(C)C)c(C)c2)cc1,3%
c1ccc(CNCc2ccc3c(c2)OCO3)nc1,3%
COc1ccc(N2CCN(C(=O)CN(C)S(=O)(=O)c3cnc[nH]3)CC2)cc1,5%
COc1ccccc1C=NC(CO)C(O)c1ccc([N+](=O)[O-])cc1 (stereo unspecified),-10%
S=c1[nH]nc(COc2ccc(Cl)cc2)n1C1CCCCC1,-3%
COc1ccc(C(=O)Cn2c3ccccc3n3nc(CCC(=O)O)c(=O)nc23)cc1OC,-5%
Cc1ccnc(SCC(=O)N2CCN(C(c3ccccc3)c3ccccc3)CC2)n1,15%
CS(=O)(=O)Nc1ccccc1C(=O)N1CCN(c2ccccc2)CC1,12%
CC1(C)CC(=O)C2=C(C1)N(Cc1ccccc1)C(=O)C2(NC(=O)C(C)(C)C)C(F)(F)F (stereo unspecified),23%
Fc1ccccc1CSc1nc2ccccc2[nH]1,10%
Cc1cc(C)n(-c2ccc(C(=O)OCC(=O)Nc3ccc(Cl)c(S(=O)(=O)N(C)C)c3)cc2)n1,5%
CCCNS(=O)(=O)c1ccc(OC)c(Cl)c1Cl,-3%
CCC1=C2CC[C@H]3C(=O)NC(=O)[C@H]3[C@H]2[C@@]2(Cc3ccccc3)C(=NCC(=O)OC)OC(=O)N2C1=O,-4%
COc1ccc(-n2c(SCC(=O)NC3CCCCC3)nc3ccsc3c2=O)cc1,18%

Nothing new here: an excerpt of the list.
SMILES,HT1080 viability
COc1ccc(N2CC(C(=O)O)CC2=O)cc1 (stereo unspecified),-12%
CCOc1ccccc1NC(=O)C1CC(=O)n2ncnc2N1 (stereo unspecified),12%
COc1ccc(SCC(=O)c2cc(C)c(OC(=S)N(C)C)c(C)c2)cc1,3%

Additional structures.
SMILES,HT1080 viability
CCOc1ccc(C2Nc3cccc4cccc(c34)N2)cc1OC,-4%
Cc1ccccc1OCC(=O)Nc1cccc2nsnc12,-4%
Cc1onc(-c2ccccc2)c1C(=O)Nc1ccon1,-9%
CCCn1nnnc1NCc1ccc(N2CCCC2)cc1,19%
CCCCOC(=O)c1cc(C)nc2ccc(Br)cc12,-10%
Nc1cccc(Nc2nc(OC(C(F)(F)F)C(F)(F)F)nc(OC(C(F)(F)F)C(F)(F)F)n2)c1,-15%
CCCOc1ccc(-c2nc(OC)c3ccccc3n2)cc1,-13%
C=CCNc1sc(C(=O)c2ccc(C)cc2)c(N)c1C#N,-23%
COc1cc2c(cc1OC)C(=S)NC(C)(C)C2,-4%
Cc1cccc(C)c1NC(=O)CSCc1cccc(CSCC(=O)Nc2c(C)cccc2C)n1,-1%
C/C(=N\NC(=O)c1c[nH]c2ccccc12)c1ccco1,0%
NC(=O)CSc1nnc(-c2cccs2)n1-c1ccccc1,-19%
Cc1ccnc(NS(=O)(=O)c2ccc(NS(=O)(=O)c3ccccc3)cc2)n1,6%
CCCCC(CCCC)=N/N=C/c1c(O)n(CC)c2cc(C3=NNC(=O)CC3)ccc12,-8%
O=C(Nc1cc(C(=O)N2CCCC2)ccc1N1CCCC1)C1CC1,-11%
CC(C)NC(=O)CC(c1ccccc1)c1cc(Br)ccc1O (stereo unspecified),-8%
N=c1sccn1CC(=O)Nc1ccccc1Oc1ccccc1,-2%
CC(=O)c1c(C(C)=O)c(C)n(NC(=O)c2ccc(Cl)cc2)c1C,-4%
S=C(Nc1ccc2c(c1)OCO2)NC1CCN(Cc2ccccc2)CC1,1%
CCOc1ccc(CCNC(=O)c2cc3sccc3n2CC)cc1OCC,4%
Cc1nnc(SC(C)C(=O)Nc2ccc(S(=O)(=O)NC3CCCCC3)cc2)s1 (stereo unspecified),0%
CCCCNC(=O)C1CCCN(S(=O)(=O)c2ccc(S(=O)(=O)NCC(C)C)cc2)C1 (stereo unspecified),1%
CCOc1cc(C#N)c(NC(=O)c2cccnc2Cl)cc1OCC,-11%
CC1=C(C(=O)c2ccccc2)C(c2cn(-c3ccccc3)nc2-c2ccc(Cl)cc2)NC(=S)N1 (stereo unspecified),18%
Cc1cc(Nc2ccccc2)n(C(=O)c2ccc(Cl)cc2)n1,0%
O=C(NCCN1CCCCC1)Nc1ccccc1,0%
O=C(CN1C(=O)c2ccccc2S1(=O)=O)NCc1ccc2c(c1)OCO2,-9%
Cc1cccc(Nc2nc(N)nc(CSc3nccc(C)n3)n2)c1,-8%
CCNc1nc(NCC)nc(N2CC(=O)N(CC(=O)OCC)C2=N)n1,5%
Nc1nc(N)nc(-c2ccc(Cl)cc2)n1,22%
OC(COC(c1ccc(Cl)cc1)c1ccc(Cl)cc1)CN1CCCC1 (stereo unspecified),28%
CC1=NN(/C(=N\c2nnc(C)s2)Nc2ccc(C(C)(C)C)cc2)[C@H](c2ccc(C)cc2)S1,-22%
CN(C)c1nc(SCC#N)nc(N2CCOCC2)n1,-6%
C/C=C/c1c(F)c(F)c(Oc2ccc(C(=O)O)cc2)c(F)c1F,2%
Nc1nnnn1/N=C/c1ccccc1OCc1ccc(Cl)cc1,6%
CC(=O)Nc1ccc(NC(=O)CSCc2cnn(-c3ccccc3)c2-n2cccc2)cc1,-8%
CCS(=O)(=O)Nc1ccc(Cc2ccc(NS(=O)(=O)CC)cc2)cc1,-15%
CC(C)Nc1ncnc2c1nnn2Cc1ccccc1,-3%
O=C1C=C(NCc2ccc(Cl)cc2Cl)C2(CCCCC2)O1,5%
CCOc1cc(C(=O)Nc2nnc(CC)s2)ccc1OCC(=O)N1CCOCC1,-6%
COc1ccccc1-c1cc(C(F)(F)F)nc(S(=O)(=O)CCCC(=O)O)n1,-4%
O=C(NC1CC1)c1sccc1-n1cccc1,4%
CCC/C=C(\CCC)C(NS(=O)(=O)c1cccc2cccnc12)c1ccc(C(=O)OC)cc1 (stereo unspecified),-25%
CCOC(=O)c1c(O)c2c([nH]c1=O)CCCC2,-8%
COc1ccc(-c2nnc3n2N=C(C)CS3)cc1,-10%
O=C1Cc2ccccc2N1c1c(Cl)cccc1Cl,4%
CCOC(=O)c1ccc(Nc2nc(C(=O)OCC)nc3ccccc23)cc1,12%
Cc1sc2nc(CN3CCCC3)nc(N3CCC(C(N)=O)CC3)c2c1C,-12%
CCOC(=O)c1c(C)n(CCNC(C)=O)c2ccc(OC)cc12,-6%
Cc1ccc(NC(=O)/C(C#N)=C/c2ccc(C)s2)c(C)c1,4%
O=S(=O)(Nc1ccc(S(=O)(=O)Nc2ccccc2)cc1)c1ccccc1,2%
COc1ccc(C(=O)c2nc3c(n2O)CCCC3)cc1OC,-11%
COC(=O)c1ccc(CN2[C@@H]3C[C@@H](O)CC[C@@H]3C[C@H]2C(=O)OC)cc1,10%
COc1ccccc1Nc1nc(=O)[nH]nc1C,-6%
CCCCC1(C)NC(=O)c2c(C)sc(C(=O)OCC)c2N1 (stereo unspecified),-13%
CCOC(=O)c1sc2nc(N3CCOCC3)c3c(c2c1N)CCN(Cc1ccccc1)C3,-9%

(list continues)
SMILES,HT1080 viability
CCN1CNC(=S)N(c2cccc(C)c2C)C1,-6%
CC(C)CC(=O)Nc1cc(C(F)(F)F)ccc1N1CCOCC1,-16%
COCCCn1c(N)c(-c2nc3ccccc3n2C)c2nc3ccccc3nc21,-5%
Cc1oc2nc(SCC(=O)NCCCO)nc(N)c2c1C,-3%
CC(C)CC(=O)Nc1nc2c(c(=O)[nH]1)CCCC2,6%
Cc1cc(C(F)(F)F)n2ncc(-c3ccc(F)cc3)c2n1,1%
COc1cccc(/C=N/NC(=O)CCc2c(C)n[nH]c2C)c1,7%
Cc1ccc(CC(=O)Nc2ccccc2N2CCOCC2)cc1C,19%
COc1ccc(-c2oc(NC(=O)CSc3ncn[nH]3)c(C#N)c2-c2ccc(OC)cc2)cc1,-3%
COc1ccccc1NC(=O)CCN1CC(C)OC(C)C1 (stereo unspecified),-6%
Cc1cccc(C2Nc3ccccc3C(=O)N2c2ccc(F)cc2)n1 (stereo unspecified),5%
CNC(=O)CC12CC3CC(CC(C3)C1)C2,-18%
COc1ccc(C(=O)/C(=C/c2cccs2)c2nc3ccccc3o2)cc1,-11%
CCOc1ccc2c(C)c(C)c(=O)oc2c1OCC,8%
CCc1ccc(-n2c(CSc3nnnn3-c3ccccc3)nc3ccccc3c2=O)cc1,3%
Cc1cc(NC(=O)COC(=O)c2cccc(OCc3ccccc3)c2)no1,-11%
COc1ccc(C(=O)CC2OC(=O)c3ccccc32)cc1OC (stereo unspecified),-24%
COC(=O)[C@H](C)NC(=O)NC(C)CCc1ccccc1 (stereo partly specified),-9%
CC(C)CN(/C=N/c1sc2c(c1C#N)CCCCC2)CC(C)C,-22%
CCS(=O)CCSc1nc2ccccc2s1 (stereo unspecified),-6%
CNC(=O)c1sccc1S(=O)(=O)Cc1c(Cl)cccc1Cl,5%
O=C(Nc1nc(-c2ccc(S(=O)(=O)N3CCCCCC3)cc2)cs1)c1ccccc1,14%
C=CCn1c(=N)c(C#N)cc2c(=O)n3ccccc3nc21,3%
CNC(=O)CSCc1cnn(-c2ccccc2)c1-n1cccc1,-12%

Arranged by molar mass (smallest number first): some entries from above
SMILES,HT1080 viability
CCS(=O)CCSc1nc2ccccc2s1 (stereo unspecified),-6%
C=CCn1c(=N)c(C#N)cc2c(=O)n3ccccc3nc21,3%
CC(C)CN(/C=N/c1sc2c(c1C#N)CCCCC2)CC(C)C,-22%
CNC(=O)c1sccc1S(=O)(=O)Cc1c(Cl)cccc1Cl,5%
O=C(Nc1nc(-c2ccc(S(=O)(=O)N3CCCCCC3)cc2)cs1)c1ccccc1,14%

The list goes on:
SMILES,HT1080 viability
CCOC(=O)C1CCN(C(=O)COc2ccc(Cl)cc2)CC1,-4%
CC(=O)Nc1ccc(S(=O)(=O)N2CCN(C(=O)c3cccnc3)CC2)cc1,2%
CC1CCCC(NC(=O)COC(=O)c2ccc(N(C)C)cc2)C1C (stereo unspecified),28%
COC(=O)[C@@H]1C[C@@]2(O)[C@@H](O)[C@@H](O)[C@@H](O)C[C@H]2N1Cc1ccc(Cl)cc1,15%
CC(C)OP(=O)(OC(C)C)C(NC(=O)c1ccc(Br)cc1)c1ccccc1 (stereo unspecified),18%
CCOC(=O)CNC(=O)c1sc2ncnc(N3CCc4ccccc4C3)c2c1C,-7%
Nc1nnc(-c2ccccc2)s1,-4%
COc1ccccc1/C=C/C(=O)N1CCOCC1,1%
COC(=O)CCCCCCCCC(=O)Nc1nc2ccccc2s1,-24%
O=C(CCC(=O)NC1CCCCCC1)Nc1nnc(C(F)(F)F)s1,-8%
CC(=O)c1sc(Nc2nc(C)cc(C)n2)nc1C,-8%
COc1ccc(-c2noc(CSc3nnc(Cc4ccccc4)n3-c3ccc(Cl)cc3)n2)cc1,-7%
CCON1C(=O)CN(C(=O)OC)C1c1ccc(Cl)cc1Cl (stereo unspecified),-1%
Cc1ccn2cc(CSc3ccccc3)nc2c1,-10%
COC(=O)c1oc2ccccc2c1N,0%
CCCCOc1ccccc1N,-6%
CCc1nnc(NC(=O)C2c3ccccc3Oc3ccccc32)s1,14%
Cc1oc2c(c1C(=O)Nc1ccc(C(=O)O)cc1)CCCC2,19%
CCN(CC)S(=O)(=O)c1ccc2nc(SC)sc2c1,5%
CCCCc1ccc(N2C(=O)[C@@H]3C(CC(N)=O)NC4(C(=O)Nc5ccc(F)cc54)[C@@H]3C2=O)cc1 (stereo partly specified),-10%
CCCS(=O)(=O)N1CCN(S(=O)(=O)c2ccccc2)CC1,-3%
Cc1[nH]n(-c2cccc(Cl)c2)c(=O)c1-c1ccc(Cl)cc1,1%
CN1CCN(Cc2cccc(Oc3ccc(Cl)cc3)c2)CC1,-9%
O=C(NNC(=O)[C@@H]1CCCC[C@@H]1C(=O)O)c1cccs1,-6%
O=C(/C=C/c1ccccc1)N1CCN(C(=O)c2ccco2)CC1,-8%
O=C1C2C(c3ccccc3)C=CC(c3ccccc3)C2C(=O)N1C1CCCCC1 (stereo unspecified),16%
O=C(Cn1cnc2ccccc2c1=O)c1ccccc1,1%
COc1ccc(C(=O)NCC(C)C)c(OC)c1,-11%
O=C(c1ccc(Cl)cc1)c1coc2ccc(O)cc12,-4%
CC(C)OC(=O)C1=C(N)N2C(=O)CSC2=C(C(=O)OC(C)C)C1,-6%
CC1=C(C(=O)OCc2ccc3c(c2)OCO3)C(c2ccccc2OCc2ccccc2)NC(=O)N1 (stereo unspecified),8%
C=CCNC(=O)C1CC(=O)N(c2ccc(OCC(=O)Nc3ccc(Cl)c(C(F)(F)F)c3)cc2)C1 (stereo unspecified),9%
Cc1ccc(NC(=S)N/C(=N/S(=O)(=O)c2ccccc2)c2ccccc2)cc1,-11%
Cc1ccc(OCCNC(=O)Cn2cnc3c(=O)n(C)c(=O)n(C)c32)cc1C,6%
CC(=O)O[C@@H]1[C@@H](OC(C)=O)[C@H](n2ccc3cc([N+](=O)[O-])ccc32)OC[C@@H]1OC(C)=O,-13%
CCN1C(=O)/C(=C\c2cccs2)C(C(=O)OC)=C1C,-19%
c1ccc(C2(CNc3ccccn3)CCCC2)cc1,-33%
COC1(c2ccccc2)NC(=S)NN=C1c1ccccc1 (stereo unspecified),-11%
CCSc1nc2c(sc3ccccc32)c(=O)n1C(C)C,-14%

In the list so far, 2 have a tert-butyl group.
SMILES,HT1080 viability
CC1(C)CC(=O)C2=C(C1)N(Cc1ccccc1)C(=O)C2(NC(=O)C(C)(C)C)C(F)(F)F (stereo unspecified),23%
CC1=NN(/C(=N\c2nnc(C)s2)Nc2ccc(C(C)(C)C)cc2)[C@H](c2ccc(C)cc2)S1,-22%
